Screens from PubChem BioAssay.
Pol beta inh – DNA polymerase beta (human) inhibition. P06746. Pol beta primer extension/strand displacement, fluorescence kinetic. Potency, µM (series often up to 114 µM), inactives show top-dose activity change, negative = inhibition, actives largely listed as inhibitors. 1.3% of 340,000 active; also: potency is read from the fitted curve at half-maximal effect; % is scaled to controls: 0 for no effect and ±100 for the full control effect
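Pol beta (10 nM) and compounds were preincubated 15 min at room temperature, then 50 nM substrate (final) started primer extension/strand displacement. Reads were taken at 0 and 10 min; concentration-response data were fitted to a four-parameter Hill equation.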
LDHA inh – inhibitors of human lactate dehydrogenase A | activity change, % (values are at about 110 or 230 µM) | P00338 | AID 1347041 | purified LDHA, NADH/diaphorase-resazurin fluorescence; stronger effect = lower value | 0.15% of 480,000 active; in the data active = activity change below about -30%; inconclusive = mostly about -25% to -30%;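 also: plate controls were DMSO wells for no effect and wells without enzyme for full effect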
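Human LDH5 (2 nM) was incubated with 0.06 mM NADH and 0.2 mM pyruvate for 5 min at room temperature in Tris pH 7.4. Remaining NADH was coupled through diaphorase/resazurin, and resorufin fluorescence was read at 0 and 20 min.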
POLI inh – DNA polymerase iota (human) inhibition. 1% of 390,000 active. Q9UNA4. Pol iota fluorescent replication assay, 10 min. AID 588590. Potency, µM (highest dose often 115 µM), for the others: at the top dose activity, negative = inhibition, most hits filed as inhibitors; also: potency is read from the fitted curve at half-maximal effect
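Fluorescent replication assay read twice, at 0 min and 10 min after adding 50 nM (final) substrate. Enzyme (10 nM) and compounds were first incubated 15 min at room temperature; enzyme-free buffer wells were negative controls.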
GRP78 ERSR act – induces the endoplasmic reticulum stress response in human glioma cells. 0.02% of 420,000 active. Potency, µM, for the others: top-dose activation, actives largely listed as activators. U87-MG GRP78 promoter luciferase reporter, 16 h; also: potency is read from the fitted curve at half-maximal effect; series mostly up to about 76 µM; % of control where 0% means no effect; nearly all actives have a fitted effect of over 35% in size
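Stably transfected U87-MG glioma cells carrying a GRP78-based luciferase sensor; 16 h compound incubation. Luminescence end-point read 10 min after Bright-Glo addition at room temperature.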
POLK inh – inhibitors of human DNA polymerase kappa. Potency, µM (top dose mostly 107 µM), inactives show top-dose activity, negative = inhibition, actives largely listed as inhibitors. Q9UBT6. purified Pol kappa, fluorescent DNA synthesis assay, 10 min. 0.53% of 400,000 active; also: potency is read from the fitted curve at half-maximal effect; % is scaled to controls: 0 for no effect and ±100 for the full control effect
Target sequence (Q9UBT6 whole entry, looked up): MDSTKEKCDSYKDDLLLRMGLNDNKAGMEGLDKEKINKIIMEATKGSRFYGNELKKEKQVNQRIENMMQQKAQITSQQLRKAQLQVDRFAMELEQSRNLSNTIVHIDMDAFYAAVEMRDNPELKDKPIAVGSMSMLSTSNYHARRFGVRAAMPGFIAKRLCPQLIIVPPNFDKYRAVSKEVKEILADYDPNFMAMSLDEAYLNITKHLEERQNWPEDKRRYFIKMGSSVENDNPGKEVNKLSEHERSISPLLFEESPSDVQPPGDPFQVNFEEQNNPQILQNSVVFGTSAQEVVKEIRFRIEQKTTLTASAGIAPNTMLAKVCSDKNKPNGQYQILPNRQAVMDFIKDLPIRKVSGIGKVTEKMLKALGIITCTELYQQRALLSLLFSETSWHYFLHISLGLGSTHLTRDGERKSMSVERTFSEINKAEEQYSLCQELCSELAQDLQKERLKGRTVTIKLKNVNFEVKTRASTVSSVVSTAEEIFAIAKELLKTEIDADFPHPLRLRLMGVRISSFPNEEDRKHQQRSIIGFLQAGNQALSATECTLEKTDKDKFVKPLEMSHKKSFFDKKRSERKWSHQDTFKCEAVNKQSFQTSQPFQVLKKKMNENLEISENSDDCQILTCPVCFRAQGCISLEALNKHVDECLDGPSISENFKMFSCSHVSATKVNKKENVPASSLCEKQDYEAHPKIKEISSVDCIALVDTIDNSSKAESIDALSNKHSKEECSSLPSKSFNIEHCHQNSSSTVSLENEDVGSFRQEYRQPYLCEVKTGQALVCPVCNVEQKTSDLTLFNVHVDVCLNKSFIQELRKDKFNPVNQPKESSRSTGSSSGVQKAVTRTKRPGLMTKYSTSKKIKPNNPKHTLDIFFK
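50 nM final substrate added after 15 min RT preincubation of 10 nM Pol kappa with compound; fluorescence read at 0 and 10 min.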
BLM helicase inh – Bloom syndrome helicase (human) inhibition; P54132; recombinant BLM DNA unwinding, fluorescence dequenching; AID 2528; Potency, µM (series often up to 56.1 µM), without a hit: at the highest dose activity change, negative = inhibition, most hits filed as inhibitors; 0.2% of 350,000 active;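 also: potency is read from the fitted curve at half-maximal effect; plate controls were vehicle for no effect and no enzyme for full effect; nearly all actives have a fitted effect of over 35% in size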
Anesthetic bind – binds horse apoferritin like a general anesthetic | Potency, µM (highest dose often 77.5 µM), without a hit: at the top dose activity change, negative = displacement, usual class: inhibitors | 0.074% of 350,000 active | P02791 | apoferritin/1-aminoanthracene competitive binding, fluorescence | AID 485281; also: potency is read from the fitted curve at half-maximal effect; % is scaled to controls: 0 for no effect and ±100 for the full control effect; nearly all actives have a fitted effect of over 20% in size
Target sequence (P02791 2-175 limits assumed): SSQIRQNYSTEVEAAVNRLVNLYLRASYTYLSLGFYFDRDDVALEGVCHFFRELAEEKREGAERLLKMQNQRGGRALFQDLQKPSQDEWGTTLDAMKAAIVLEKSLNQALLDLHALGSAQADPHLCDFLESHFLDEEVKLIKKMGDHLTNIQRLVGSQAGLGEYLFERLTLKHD
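In PBS, apoferritin at 10 uM is loaded with 1-AMA from a 50% saturated solution. After 10 min of compound exposure at ambient temperature, reduced 535 nm fluorescence indicates probe displacement.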
Pol eta inh – blocks human DNA polymerase eta activity. Potency, µM (doses to about 114 µM), inactives show top-dose activity change, negative = inhibition, actives largely listed as inhibitors. recombinant Pol eta, fluorescent DNA replication assay. 1.2% of 390,000 active. Q9Y253. AID 588591; also: potency is read from the fitted curve at half-maximal effect; % is scaled to controls: 0 for no effect and ±100 for the full control effect
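Fluorescent replication assay: 50 nM final substrate added after a 15 min room-temperature compound preincubation with 10 nM enzyme. Signal taken at 0 min and again at 10 min.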
APEX1 inh – blocks human APE1 abasic DNA cleavage | P27695 | recombinant APE1, TAMRA/BHQ-2 abasic DNA cleavage fluorescence | Potency, µM (series often up to 65.8 µM), for the others: top-dose activity change, negative = inhibition, most hits filed as inhibitors | 0.35% of 350,000 active | AID 2517;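 also: potency is read from the fitted curve at half-maximal effect; plate controls were vehicle for no effect and reference inhibitor for full effect; nearly all actives have a fitted effect of over 55% in size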
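Endonuclease cleavage of a quenched abasic-site DNA duplex (50 nM) by APE1 (0.75 nM) was tracked by TAMRA dequenching. Compounds were preincubated with enzyme 15 min at room temperature; data normalized to buffer-only and DMSO wells plus NSC13755 control.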
Active calls of the source: *; ? = inconclusive; . = not tested or not shown; & = joins results of further samples; [ ] = another dose, or the depositor's remark. Unless noted, calls follow the shape of the dose curve; as a rule, active = well fitted curve in the direction sought with a large enough effect; inconclusive = small, poorly fitted or top-dose-only effect, or another doubt; inactive = no such curve, though single readings can be large; an effect the other way counts as inactive or inconclusive.

SMILES	Pol beta inh	LDHA inh	POLI inh	GRP78 ERSR act	POLK inh	BLM helicase inh	Anesthetic bind	Pol eta inh	APEX1 inh
Cn1c(/N=C/c2cc(Cl)ccc2O)nc2ccccc21	13%	12	29%	4%	-6%	1%	-5%	-11%	2%
CCOc1ccc(C2C(C(=O)Nc3ccccc3)=C(C)Nc3nc(-c4ccccc4)nn32)cc1OC (configuration not stated)	?	-19	-15%	-3%	-18%	-9%	-1%	-12%	.
CCOC(=O)C1(Cc2ccccc2)CCCN(Cc2ccncc2)C1 (configuration not stated)	-9%	-1	13%	-4%	4%	-5%	-13%	-21%	4%
CC(=O)Oc1ccc(C)cc1N1C(=O)c2ccc(C(=O)O)cc2C1=O	0%	0	0%	-3%	0%	-3%	-7%	-16%	-4%
CCNC(=O)COC(=O)/C=C/c1cccc([N+](=O)[O-])c1	19%	-10	26%	-3%	-22%	-1%	-4%	-6%	0%
CCOc1ccc(CCNC(=O)c2cc3c(s2)-c2ccccc2OC3)cc1OCC	32µM*	1	?	2%	-3%	-9%	318%[activator]	-9%	.
O=C(CCNS(=O)(=O)c1cccc2nsnc12)NCc1cccs1	4%	-1	-1%	-3%	-14%	-2%	-16%	4%	-1%
C=C(C)COc1ccc(-c2n[nH]c(C)c2-c2ccc(OC)cc2)c(O)c1	-9%	5	8%	-15%	-6%	-20%	?	-13%	-11%
Cc1cc(C)nc(SCc2ccc(C(=O)NN=C3C4CC5CC(C4)CC3C5)cc2)n1	0%	-5	160%[activator]	-5%	-15%	0%	-15%	-4%	?
O=C(COc1cccnc1[N+](=O)[O-])N1CCN(C(=O)c2ccco2)CC1	26%	12	48%[activator]	-3%	-15%	-5%	-1%	-6%	-4%
Cc1ccccc1NC(=O)/C=C/c1ccc([N+](=O)[O-])s1	8%	-3	?	-14%	-1%	-2%	4%	?	3%
O=C(NCc1ccccc1Cl)C1CCCN(c2nc3ccccc3n3cccc23)C1 (configuration not stated)	-22%	-3	22%	0%	-6%	-9%	-18%	-29%	.
O=C1CC(C(=O)Nc2ccc(F)cc2)S/C(=N\N=C\c2ccco2)N1 (configuration not stated)	19%	-7	-2%	-6%	-14%	-9%	14%	-3%	7%
COc1ccc(N2CCN(S(=O)(=O)c3ccc(OC)c(-c4noc(C)n4)c3)CC2)cc1	?	1	30%[activator]	-1%	-7%	-3%	-12%	-17%	.
COc1ccc(S(=O)(=O)N(CCc2ccccc2)CC(=O)NCc2ccccc2)cc1OC	-9%	-21	-8%	-3%	-5%	-7%	57%[activator]	-2%	.
CCC(NC(=O)Nc1nnc(C(F)(F)F)s1)(C(F)(F)F)C(F)(F)F	36%	0	2%	-4%	-19%	-8%	?	-13%	13%
CCOC(=O)C(=O)CC(=O)c1ccc2c(c1)OCCO2	?	1	-28%	2%	-24%	-4%	-10%	-3%	-1%
CCCc1cc(=O)oc2c(C)c(OCC(=O)N3C[C@H]4C[C@@H](C3)c3cccc(=O)n3C4)ccc12	0%	0	11%	-1%	-8%	-6%	-9%	-12%	21%
Cn1c(=O)c2c(c3ccccc31)OC(=O)CC2c1cccc(F)c1 (configuration not stated)	-10%	-5	-3%	-1%	-6%	0%	-5%	-5%	.
CCC(C)NCCCCOc1cc(C)cc(C(C)C)c1 (configuration not stated)	5%	-14	1%	-5%	-16%	0%	-8%	-23%	15%
O=C(COc1ccccc1)NC(=S)Nc1cccc([N+](=O)[O-])c1	16%	-4	-10%	1%	-6%	1%	-1%	-25%	0%
Cc1cccc(C)c1NC(=O)COC(=O)c1cc(=O)c2ccccc2o1	-22%	-2	-1%	-1%	-14%	1%	18%	1%	8%
CCN(C(=O)COC(=O)CNC(=O)c1ccc(C)s1)c1ccccc1	?	-5	-1%	-3%	-3%	-14%	-7%	-11%	?
COc1ccc(N(CCC#N)S(=O)(=O)c2ccc(Cl)cc2)cc1	5%	-10	-2%[58.9 µM]	-5%	-14%	-5%	-17%	-8%	-3%
COc1ccccc1NS(=O)(=O)c1ccc(C)c(C(=O)Nc2cc(C)on2)c1	.	0	-8%	-4%	-11%	.	.	-23%	43%
COc1ccc(C2=NOC(C(=O)NC(C)C)C2)cc1 (configuration not stated)	?	-7	-1%[58.9 µM]	1%	-12%	-1%	-5%	2%	-1%
CCS(=O)(=O)c1c(S(=O)(=O)CC)c2cc(C(C)(C)C)ccn2c1C(=O)c1ccc(F)cc1	?	3	-10%	-6%	-2%	-4%	30%	-7%	.
CCN(C(=O)c1cc2ccccc2oc1=O)c1cccc(C)c1	7%	-5	5%	6%	-9%	-5%	-10%	-12%	6%
CCc1nc(N2CCN(Cc3ccc4c(c3)OCO4)CC2)c2oc3ccccc3c2n1	18%	0	-6%	-2%	-14%	-4%	63%[activator]	-7%	-7%
CCOC(=O)c1sc(NC(=O)Nc2ccc(Cl)cc2)nc1C	-2%	-14	5%	-6%	0%	-7%	-6%	-3%	-3%
CCOc1ccccc1NC(=O)CCS(=O)(=O)c1ccc(OC)cc1	13%&-2%	1&2	-2%&18%	-2%&-1%	-7%&3%	3%&1%	-2%&-4%	-5%&-3%	4%
Cn1c(SCC(=O)Nc2ccc3[nH]c(=O)[nH]c3c2)nnc1-c1ccccc1	0%	1	8%	-2%	-2%	-2%	0%	-10%	-18%
CN(C)C(CNC(=O)CCCN1C(=O)c2cccc3cccc(c23)C1=O)c1ccccc1 (configuration not stated)	17%	-4	11%	-2%	3%	1%	-15%	-17%	12%
CCN(CC)S(=O)(=O)c1ccc(Cl)c(C(=O)N2CCc3ccccc32)c1	-12%	3	56%[activator]	-1%	-14%	-8%	-18%	?	3%
N#CC1=C(N)Oc2cc(N)ccc2C1c1cc(Br)cs1 (configuration not stated)	2%	-1	20%	-2%	-16%	-9%	-20%	-5%	17%
CCN(CC)C(=O)CSc1nc2ccc(NC(=O)CSc3nnc(COc4ccccc4C)n3C)cc2s1	26%	1	?	-11%	-2%	-6%	7%	?	8%
COc1cccc(C(=O)N2CCN(C(=O)c3cccs3)CC2)c1OC	10%	-4	-8%	-4%	-15%	-3%	-10%	-4%	-13%
Cc1nc2ccc(NC(=O)N3CCOCC3)cc2nc1C	0%	1	31%[activator]	-4%	-4%	-2%	66%[activator]	-9%	-6%
Cc1cc(C=O)c(C)n1-c1ccc(N2CCOCC2)cc1	-8%	1	-5%	-7%	-6%	0%	-4%	-14%	-5%
COC(=O)c1cc(S(=O)(=O)NCC2CCN(Cc3cccc(F)c3)CC2)c[nH]1	2%&2%	0&-7&-1	16%&-11%	-2%&-2%	-11%&-9%	0%&1%	-7%&-9%	-9%&-2%	-12%

One compound at a time, from the list above:
`CN(C)C(CNC(=O)CCCN1C(=O)c2cccc3cccc(c23)C1=O)c1ccccc1` (configuration not stated) across the screens: Pol beta inh: 17%; LDHA inh: -4; POLI inh: 11%; GRP78 ERSR act: -2%; POLK inh: 3%; BLM helicase inh: 1%; Anesthetic bind: -15%; Pol eta inh: -17%; APEX1 inh: 12%
`CCOc1ccccc1NC(=O)CCS(=O)(=O)c1ccc(OC)cc1` across the screens: Pol beta inh: 13%&-2%; LDHA inh: 1&2; POLI inh: -2%&18%; GRP78 ERSR act: -2%&-1%; POLK inh: -7%&3%; BLM helicase inh: 3%&1%; Anesthetic bind: -2%&-4%; Pol eta inh: -5%&-3%; APEX1 inh: 4%

(listing goes on)
SMILES	Pol beta inh	LDHA inh	POLI inh	GRP78 ERSR act	POLK inh	BLM helicase inh	Anesthetic bind	Pol eta inh	APEX1 inh
CN(C(=O)COC(=O)CNC(=O)c1ccc2ccccc2c1)c1c(N)n(Cc2ccccc2)c(=O)[nH]c1=O	-17%	-3	27%	-1%	-3%	-2%	-18%	-5%	-8%
O=C1c2ccccc2C(=O)N1c1cccnc1	1%	0&-4	8%	3%	1%	-6%	-5%	1%	5%
COC(=O)c1ccc(CNC(=O)c2ccc3c(c2)S(=O)(=O)N=C2CCCCCN23)cc1	.	-10	-1%	0%	-10%	.	.	-3%	27%
COc1ccccc1CNC(=O)C1CCN(Cc2nc(-c3cccc(Cl)c3)oc2C)CC1	-1%	-13	11%	0%	-14%	2%	-15%	-9%	2%
CCSc1nnc(CNc2ccc(C)cc2)n1C	-19%	-5	90%[activator]	7%	-5%	1%	-3%	-18%	1%
Cc1nn(C(=O)c2cccc([N+](=O)[O-])c2)c(C)c1Sc1ccccc1	-1%	-5	?	9%	-15%	-2%	-16%	-16%	-4%
CCC/C(=N\NC(=O)c1csc(C)c1C)c1cccs1	10%	-6	?	-1%	-8%	1%	-6%	6%	9%
O=C(Nc1cccc(C(=O)NC2CCCC2)c1)c1ccccc1	-9%	-4	-10%	2%	-1%	-7%	-17%	-7%	57%[activator]
CC(NC(=O)COC(=O)c1ccc2c(c1)OCO2)c1ccccc1 (configuration not stated)	4%	-4	63%[activator]	-1%	-7%	-2%	-20%	-26%	-4%
Cc1cc(C)n2nc(SCC(=O)c3c(N)n(CC(C)C)c(=O)n(C)c3=O)nc2n1	-1%	-1	-15%	-1%	-5%	0%	-2%	-10%	10%
Cc1cnc(C(=O)OCC(=O)c2ccc(F)cc2)cn1	5%	-2	6%	1%	-2%	1%	-5%	-6%	14%
CC(C)(C)CC(=O)N1CCN(c2ccc(S(=O)(=O)N3CCOCC3)cc2[N+](=O)[O-])CC1	.	0	16%	-4%	-10%	.	.	-15%	-9%
CCN1CCN(C(=O)C2CCN(C(=O)Nc3ccccc3)CC2)CC1	.	-1	16%	-6%	0%	.	.	-7%	22%
COc1ccc2c(c1)c(=O)c(C(=O)c1ccccc1)cn2CC(=O)Nc1ccc2c(c1)OCO2	-7%	-7	30%[activator]	-3%	-7%	-10%	-19%	-12%	.
CCCc1nc2cc(Cl)c([N+](=O)[O-])cc2o1	28%	1	18%	-3%	5%	3%	-8%	-17%	26%
O=C(O)COc1ccccc1/C=N/NC(=O)CSc1nnc(SCc2ccccc2)s1	-9%	-2	9%	-4%	-12%	-5%	?	5%	-7%
NC(=O)c1c[nH]c2ccccc12	6%	-19	3%	1%	-4%	-11%	-5%	-6%	20%

The list is partial. The share of hits here may be higher or lower than overall.
